LEDGF integ inh = blockers of LEDGF/p75-dependent integrase strand transfer – biochemical, TR-FRET, high throughput, primary screen; inhibition, % at 3.7 µM; TR-FRET IN-LEDGF/p75 DNA integration, Eu/Cy5; HIV-1 integrase (with human LEDGF/p75); 370,000 tested, 0.64% active; AID 743269, 2014;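 active = inhibition above the screen-wide mean plus 3 SD, cut at about 13% in these data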;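 note: signal is the Cy5 over europium emission ratio at 671 and 618 nm; 0% = plate median of compound wells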
UHRF1 MBD2 ctr = UHRF1 methylated DNA binding inhibitors, primary screen, counter-screen for MBD2 inhibitor project, biochemical, TR-FRET, human UHRF1, single concentration | E3 ubiquitin-protein ligase UHRF1 (Homo sapiens), Q96T88 | UHRF1 binding to methylated oligo | inhibition, % at 4.4 µM | 370,000 tested, 0.75% active; in the data active = inhibition above about 21%;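 note: UHRF1 SRA domain binding a hemimethylated CpG hairpin DNA probe; 0% = median of test compound wells and 100% = reference inhibitor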
DDE Tn6 FP inh = inhibitors of Tn6 peptide binding to fibrin DD(E), primary screen, biochemical, fluorescence polarization, human fibrin, Tn6 probe. 370,000 tested, 0.21% active. Fibrinogen beta chain (Homo sapiens), P02675. inhibition, % at 8.3 µM. Fibrin DD(E) TRITC-Tn6 fluorescence polarization displacement;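 active = inhibition above a per-campaign cutoff: mean of compounds within control limits plus 3 SD, cut at about 15% in these data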;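 note: 0% = median of all compound wells on the plate and 100% = blocking peptide control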
Target sequence (P02675 whole entry, looked up): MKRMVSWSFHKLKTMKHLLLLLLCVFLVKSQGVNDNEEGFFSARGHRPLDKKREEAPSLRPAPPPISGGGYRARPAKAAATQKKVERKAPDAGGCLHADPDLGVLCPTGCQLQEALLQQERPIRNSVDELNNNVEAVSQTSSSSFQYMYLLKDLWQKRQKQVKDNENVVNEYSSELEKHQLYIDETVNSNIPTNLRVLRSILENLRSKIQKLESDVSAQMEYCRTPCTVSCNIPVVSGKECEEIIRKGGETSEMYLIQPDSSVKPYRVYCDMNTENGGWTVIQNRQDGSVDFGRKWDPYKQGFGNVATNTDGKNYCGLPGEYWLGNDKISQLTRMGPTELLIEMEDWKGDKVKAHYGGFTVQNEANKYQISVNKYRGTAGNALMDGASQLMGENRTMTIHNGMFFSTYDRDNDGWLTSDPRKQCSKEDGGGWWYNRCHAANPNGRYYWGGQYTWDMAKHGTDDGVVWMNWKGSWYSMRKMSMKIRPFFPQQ
PRMT1 FP inh = PRMT1 methyltransferase inhibitors, primary screen, biochemical, fluorescence polarization. AID 652257, 2013. inhibition, % at 2.79 µM. 370,000 tested, 1.3% active. recombinant PRMT1, activity-based probe fluorescence polarization. Protein arginine N-methyltransferase 1 (Homo sapiens), Q99873;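 active = inhibition above about 21% made by adding two undisclosed values, limit read from the data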
Target sequence (Q99873 whole entry, looked up): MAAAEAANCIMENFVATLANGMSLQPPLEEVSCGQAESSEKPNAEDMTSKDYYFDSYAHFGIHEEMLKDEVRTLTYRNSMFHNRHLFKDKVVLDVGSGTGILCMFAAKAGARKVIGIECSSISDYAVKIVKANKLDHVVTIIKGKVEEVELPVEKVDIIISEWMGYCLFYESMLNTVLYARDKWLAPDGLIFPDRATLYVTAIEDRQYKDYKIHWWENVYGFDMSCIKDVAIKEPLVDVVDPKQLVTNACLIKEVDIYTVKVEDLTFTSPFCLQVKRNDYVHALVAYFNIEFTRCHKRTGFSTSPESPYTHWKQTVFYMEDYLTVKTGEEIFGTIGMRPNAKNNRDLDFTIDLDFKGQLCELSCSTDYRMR
TCR-CD3 inh = inhibitors of human TCR-CD3 interaction, primary screen, biochemical, fluorescence, TAMRA-labeled TCR probe; AID 651800, 2012; inhibition, % at 9.4 µM; 360,000 tested, 0.37% active; in the data active = inhibition above about 19%;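 note: recombinant mutant TCR 2C K166C tagged with TAMRA read by polarization; 0% = receptor in buffer alone and 100% = receptor with positive control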
proKLK7 act = proKLK7 zymogen activators, primary screen, biochemical, fluorescence intensity; purified proKLK7, EDANS-DABCYL substrate fluorescence; 100% is mature enzyme control, 0% vehicle; Kallikrein-7 (Homo sapiens), P49862; activation, % at 7 µM; 370,000 tested, 0.9% active;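 active = activation above the mean of all tested compounds plus 3 SD, computed per campaign excluding outliers beyond control limits, cut at about 13% in these data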
SIAE primary = human SIAE inhibitors, primary screen, biochemical, fluorescence polarization, FP-Rh probe, 1536-well HTS. Sialate O-acetylesterase (Homo sapiens), Q9HAT2. SIAE FP-Rh probe binding. inhibition, % at 9.66 µM. 370,000 tested, 0.69% active. AID 1053197, 2014;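 active = inhibition above a cutoff: mean of compounds within the control limits plus 3 SD of those, cut at about 17% in these data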;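 note: 0% = plate median of compound wells and 100% = probe without SIAE protein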
TDP2 absorb = human TDP2 enzyme inhibitors, primary screen, biochemical, epi absorbance, recombinant enzyme; inhibition, % at 12.8 µM; 370,000 tested, 0.34% active; AID 720702, 2013; Tyrosyl-DNA phosphodiesterase 2 (Homo sapiens), O95551; T5PNP hydrolysis, p-nitrophenol absorbance 415 nm;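 active = inhibition above the mean of all tested compounds plus 3 SD, set per campaign, cut at about 25% in these data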;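 note: 0% = DMSO with enzyme and 100% = buffer with substrate but no TDP2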
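System – recombinant human TDP2 · Amount – 120 nM TDP2 per well · Buffer or medium – Mg2+-containing Tris-HCl buffer, pH 7.5 · Reagent – T5PNP substrate, 5 mM · Dosing – 12.8 µM single point, 1% DMSO · Incubation – 2 h at 37 °C · Measured by – epi absorbance · Read-out basis – percent inhibition · Benchmarks – high control without enzyme, low control DMSO plus TDP2 · Repeats – singlicate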
DDE Tn7 FP inh = inhibitors of Tn7 peptide binding to fibrin DD(E), primary screen, biochemical, fluorescence polarization, human fibrin, Tn7 probe. 370,000 tested, 0.13% active. FP displacement of FITC-Tn7 peptide from fibrin DD(E); 0% = median of compound wells per plate. inhibition, % at 8.3 µM. AID 720508, 2013;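 active = inhibition above the mean of compounds falling within the control limits plus 3 SD of them, cut at about 14% in these data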;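 note: 0% = plate median of compound wells and 100% = 10 µM Aha-Tn7 peptide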
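Assay system: Fibrin-DD(E) protein isolated from polymerized human fibrin clots; read-out basis: percent inhibition; medium: Tris/NaCl/CaCl2 buffer, pH 7.8; signal: FP measurement; incubation: 10 min plus 3 h, room temperature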
MBD2 DNA inh = inhibitors of MBD2 binding to methylated DNA, primary screen, biochemical, TR-FRET, DNA-binding domain, human | 370,000 tested, 0.31% active | MBD2 binding to methylated oligonucleotide | Methyl-CpG-binding domain protein 2 (Homo sapiens), Q9UBB5 | inhibition, % at 4.4 µM; in the data active = inhibition above about 13%
* hit, by the source's call; . = not tested or not shown.

SMILES	LEDGF integ inh	UHRF1 MBD2 ctr	DDE Tn6 FP inh	PRMT1 FP inh	TCR-CD3 inh	proKLK7 act	SIAE primary	TDP2 absorb	DDE Tn7 FP inh	MBD2 DNA inh
O=C(Cc1ccccc1F)Nc1ccc(S(=O)(=O)N2CCCCC2)cc1	0	2	0	3	-4	-0.3	-3	7	-5	0
CCc1cccc(NC(=O)c2ccc3c(=O)n4c(nc3c2)CCCCC4)c1	4	-1	-8	-9	2	-0.6	-8	-5	-3	4
CS(=O)(=O)N1CCN(C(=O)CCC2CCCC2)CC1	1	1	-1	-4	7	-0.4	0	-4	1	0
COc1ccc2nc(Cl)c(C#N)cc2c1	2	0	-2	1	3	0.9	6	2	-2	7
COc1cccc(-c2noc(-c3cccnc3)n2)c1	1	-4	5	-1	-6	-0.2	-3	-7	0	-3
CCOC(=O)Cc1csc(N/N=C/c2cccc([N+](=O)[O-])c2)n1	-1	-4	13	-1	-4	0.6	12	23	3	1
CC(Oc1cccc2ccccc12)C(=O)N/N=C/c1cccnc1 (centres undefined)	1	1	3	-3	2	0.3	-7	-13	-2	-2
CCOC(=O)C1CCCN(C(=O)c2cc(S(=O)(=O)N3CCCCC3)ccc2Cl)C1 (centres undefined)	2	3	6	0	-11	0.8	-4	-24	-8	-1
CCOc1ccc(NC(=O)c2ccc(C#CC(C)(C)O)cc2)cc1	6	-1	-3	-3	5	0.2	-5	1	5	0
CCOc1ccccc1CNn1nnnc1N	-1	0	-2	0	0	0.2	1	5	-2	-5

Record cards (already shown). Order of values: LEDGF integ inh | UHRF1 MBD2 ctr | DDE Tn6 FP inh | PRMT1 FP inh | TCR-CD3 inh | proKLK7 act | SIAE primary | TDP2 absorb | DDE Tn7 FP inh | MBD2 DNA inh
CC(Oc1cccc2ccccc12)C(=O)N/N=C/c1cccnc1 (centres undefined) reads 1 | 1 | 3 | -3 | 2 | 0.3 | -7 | -13 | -2 | -2
CCOc1ccccc1CNn1nnnc1N reads -1 | 0 | -2 | 0 | 0 | 0.2 | 1 | 5 | -2 | -5
CCOc1ccc(NC(=O)c2ccc(C#CC(C)(C)O)cc2)cc1 reads 6 | -1 | -3 | -3 | 5 | 0.2 | -5 | 1 | 5 | 0
CCOC(=O)Cc1csc(N/N=C/c2cccc([N+](=O)[O-])c2)n1 reads -1 | -4 | 13 | -1 | -4 | 0.6 | 12 | 23 | 3 | 1

Continuation.
SMILES	LEDGF integ inh	UHRF1 MBD2 ctr	DDE Tn6 FP inh	PRMT1 FP inh	TCR-CD3 inh	proKLK7 act	SIAE primary	TDP2 absorb	DDE Tn7 FP inh	MBD2 DNA inh
COc1ccc(NC(=O)c2cccc(OS(=O)(=O)N(C)C)c2)cc1	-2	1	-4	-1	-8	-0.4	-5	0	6	1
Cc1cc(C)n2nnnc2c1C#N	2	-1	4	-2	5	-0.3	1	6	-8	-7
N#Cc1ccc(-c2cccnc2)nc1SCc1ccc(Cl)cc1Cl	-1	-2	-8	1	9	-1.7	-4	-1	5	-3
CCOC(=O)C(NC(=O)CC(C)C)(Nc1sc2c(c1C(N)=O)CCCC2)C(F)(F)F (centres undefined)	-3	-1	7	0	9	-0.8	4	-12	3	-5
CCOc1ccc(OCC)c(S(=O)(=O)N2CCC(C)CC2)c1	-1	6	-4	5	-4	0.6	-8	-18	0	8
C=CCn1c(=O)c2c(C)c(C)sc2n2c(Nc3ccc(OC)cc3)nnc12	2	-1	-2	2	8	0.1	3	-2	-6	0
Cc1cc(=O)[nH]c(SCC(=O)NCc2ccc3c(c2)OCO3)n1	-1	-1	4	-2	4	-0.1	2	-8	5	-1
CC(C)OC(=O)/C(=C\c1ccccc1)NC(=O)c1ccccc1	6	0	-2	-1	-1	0.3	5	3	1	-3
Cc1cccc(OCC(=O)NCc2ccncc2)c1C	1	1	4	3	-5	0.6	-7	-1	2	0
O=C(COC(=O)c1ncc(Cl)c(Cl)c1Cl)NCc1ccccc1	3	0	-1	0	6	0.3	-1	5	-6	-5

A portion from further up, for reference:
SMILES	LEDGF integ inh	UHRF1 MBD2 ctr	DDE Tn6 FP inh	PRMT1 FP inh	TCR-CD3 inh	proKLK7 act	SIAE primary	TDP2 absorb	DDE Tn7 FP inh	MBD2 DNA inh
CCOc1ccc(OCC)c(S(=O)(=O)N2CCC(C)CC2)c1	-1	6	-4	5	-4	0.6	-8	-18	0	8
C=CCn1c(=O)c2c(C)c(C)sc2n2c(Nc3ccc(OC)cc3)nnc12	2	-1	-2	2	8	0.1	3	-2	-6	0
Cc1cc(=O)[nH]c(SCC(=O)NCc2ccc3c(c2)OCO3)n1	-1	-1	4	-2	4	-0.1	2	-8	5	-1
CC(C)OC(=O)/C(=C\c1ccccc1)NC(=O)c1ccccc1	6	0	-2	-1	-1	0.3	5	3	1	-3
Cc1cccc(OCC(=O)NCc2ccncc2)c1C	1	1	4	3	-5	0.6	-7	-1	2	0
O=C(COC(=O)c1ncc(Cl)c(Cl)c1Cl)NCc1ccccc1	3	0	-1	0	6	0.3	-1	5	-6	-5

Next section
SMILES	LEDGF integ inh	UHRF1 MBD2 ctr	DDE Tn6 FP inh	PRMT1 FP inh	TCR-CD3 inh	proKLK7 act	SIAE primary	TDP2 absorb	DDE Tn7 FP inh	MBD2 DNA inh
O=C(CNC(=O)c1ccc(-c2ccccc2)cc1)OCc1ccc(Br)cc1	3	26*	-4	-1	-2	-0.4	-5	-3	-6	6
CCCCn1c2nc3ccccc3nc2c2c(=N)oc(C)nc21	-2	-5	-6	3	5	-11	-5	-4	9	-6
S=C(NCCCN1CCOCC1)Nc1ccc(N2CCOCC2)cc1	5	6	12	2	10	0.1	3	-3	-3	1
NC(=O)Cn1cc(/C=N\NS(=O)(=O)c2cccc([N+](=O)[O-])c2)c2ccccc21	-1	0	-4	1	9	0.6	3	-3	1	-1
O=C(C1=C(O)C(=O)N(CC2CCCO2)C1c1ccccc1[N+](=O)[O-])c1ccco1 (centres undefined)	4	1	3	5	-6	-2.6	4	0	-6	-6
Cc1ccc(S(=O)(=O)N(C)C)cc1NC(=O)/C=C/c1cccs1	1	0	7	-4	2	-0.7	-3	-12	-6	-6
Cc1ccc(OCCN(C)C)c([N+](=O)[O-])c1	-1	-4	-3	-4	-2	0.2	8	14	4	2
Cn1c(SCC(=O)NCc2cccs2)nnc1-c1ccco1	2	0	-1	0	4	0.9	0	-4	-8	-4
CCCNc1nc2c(c(=O)[nH]c(=O)n2C)n1Cc1ccc(F)cc1	-6	2	0	1	1	0.3	9	-8	-3	-1
Cc1c(C(=O)OCC(C)C)[nH]c2c1C(=O)CC(c1cccs1)C2 (centres undefined)	2	4	-5	0	-9	-0.5	-2	-5	8	6
COc1ccc(-c2nonc2NC(=O)c2oc3ccc(F)cc3c2C)cc1OC	1	2	0	-1	7	0.8	-1	-12	-5	1
COc1cc(/C=C/C(=O)OCN2C(=O)c3ccccc3C2=O)ccc1OC(F)F	-5	0	3	3	-5	-0.1	0	-3	0	-5
CC(=O)OC[C@H]1O[C@H](C#Cc2ccc(C(C)(C)C)cc2)C=C[C@H]1OC(=O)Nc1ccccc1	-2	0	-3	-5	4	-0.6	-3	-12	4	-1
C[C@@H]1CCCN1c1cccc2c1S(=O)(=O)N1CC[C@H](C1)O2	-2	2	6	0	.	-0.2	3	-7	4	4
C/C=C/c1ccc(OCCOc2ccc(C=O)cc2OC)c(OC)c1	-3	-1	7	-2	7	0.8	4	1	1	-5
COc1cc2c(cc1NC(=O)C(Cl)Cl)-c1ccc(NC(=O)C(Cl)Cl)cc1C2	-1	-8	-4	1	-8	1.1	4	3	3	-11
COc1cc(C23CCCN(CCC(C(C)(C)C)C2)C32OCCO2)cc(OC)c1OC (centres undefined)	-1	0	7	-3	0	0.0	1	0	5	-4
O=C(Nc1ccc2c(c1)[C@@H]1C[C@@H](CC(=O)N3CCOCC3)O[C@@H](CO)[C@@H]1O2)NC1CCCC1	0	1	-1	3	-2	0.6	3	-3	4	-4
COc1nc(/C(N)=N/O)nc(N2CCCCC2)n1	2	-1	3	1	-1	0.1	2	9	3	3
O=C(O)CCN1C(=O)c2ccc(NC(=O)Cc3ccc(Cl)cc3)cc2C1=O	2	4	-2	3	-10	-81	-4	-17	-5	-2
Cc1c(C)n(CC(O)CN2CCCCC2)c2ccccc12 (centres undefined)	0	0	4	0	0	-0.3	4	-3	-6	6
Fc1cccc(-c2ncc(-c3ccccc3)o2)c1	3	0	-5	-2	-5	-0.2	-6	4	-6	1
CC(=O)Nc1cccc(NC(=O)Cc2nc(-c3ccccc3)sc2-c2ccc(C)cc2)c1	3	-2	-4	2	3	0.9	-45	-1	0	-2
COc1ccccc1-n1cnc2c(c1=O)c1nc3ccccc3nc1n2CCc1ccccc1	-5	3	-8	4	-3	0.6	-10	-2	-5	0
Cn1cc(S(=O)(=O)NCc2ccco2)c(=O)n(C)c1=O	3	0	2	-4	7	0.1	1	7	-3	0
c1ccc(N=C(c2cccs2)N2CCOCC2)cc1	0	11	2	2	0	-0.3	3	8	2	-3
O=C(COC(=O)c1ccc(NC(=O)C2CC=CCC2C(=O)O)cc1)c1ccccc1 (centres undefined)	-1	-2	0	-2	1	0.1	-2	6	1	-3
c1ccc(-c2csc3ncn4cnnc4c23)cc1	1	-2	11	0	1	-0.2	0	-1	-2	-1
CN(Cc1ccc(Cl)cc1Cl)C(=O)CNC(=O)c1ccco1	-2	1	0	-1	3	-0.1	10	-7	0	-5
O=C1C(=O)N(CCN2CCOCC2)C(c2ccccc2)/C1=C(\O)c1ccc2c(c1)OCCO2 (centres undefined)	0	-1	-4	1	4	0.0	0	14	2	-1

Assay outcomes deposited in PubChem BioAssay by The Scripps Research Institute Molecular Screening Center.
